# High-throughput results as filed in PubChem.
# NR2F2 inh: NR2F2 (human) inhibition, primary screen; hit rate 0.7% among 370,000; inhibition, % at 8.6 µM; P24468; HEK293T NGFI-A luciferase reporter, luminescence;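 active = inhibition above a per-plate cutoff, mean inhibition of test wells between control levels plus 3 SD, cut at about 38% in these data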;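 also: cells cotransfected with COUP-TFII expression vector driving the NGFI-A reporter; 0% = median of COUP-TF2 test wells and 100% = reporter-only cells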
# Target sequence (P24468 whole entry, looked up): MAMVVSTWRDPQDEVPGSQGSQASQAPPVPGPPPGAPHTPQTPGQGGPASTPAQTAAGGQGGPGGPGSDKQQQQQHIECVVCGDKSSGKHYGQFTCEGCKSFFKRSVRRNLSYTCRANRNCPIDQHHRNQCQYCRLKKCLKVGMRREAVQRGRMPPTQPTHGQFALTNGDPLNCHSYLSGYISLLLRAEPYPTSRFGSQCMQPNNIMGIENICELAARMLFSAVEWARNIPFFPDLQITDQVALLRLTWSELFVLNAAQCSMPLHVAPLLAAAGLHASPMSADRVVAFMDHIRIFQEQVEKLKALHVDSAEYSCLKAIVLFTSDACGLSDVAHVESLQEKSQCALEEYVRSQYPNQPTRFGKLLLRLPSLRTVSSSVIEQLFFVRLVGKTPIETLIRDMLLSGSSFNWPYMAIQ
# SRC2 inh: human SRC2 (NCOA2) inhibition; Q15596; HEK293 GAL4-SRC2 luciferase reporter, luminescence; inhibition, % at 9 µM; hit rate 0.17% among 370,000; AID 651957;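 active = inhibition above the mean inhibition of all tested compounds plus 3 SD, set per campaign, cut at about 52% in these data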;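 also: 0% = DMSO treated cells and 100% = cells given Gossypol at 36 µM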
# The depositor's hits bear a star. Some of the compounds tested; the hit share may differ from the screen's.
# Order of results – NR2F2 inh | SRC2 inh
- COc1ccc(/C=C2\CC3(OC(=O)c4cccc(F)c4)CCCN2C3)cc1 (stereo not given)
  15 | -28
- O=S1(=O)CC2c3ccc(F)cc3CN2CN1Cc1ccc(F)cc1 (stereo not given)
  0 | -16
- O=C(O)COc1ccccc1/C=C1\SC(=S)N(c2cccnc2)C1=O
  -12 | -5
- Nc1ccn([C@@H]2O[C@H](C(=O)N[C@H](Cc3ccccc3)C(=O)N3CCSC3)[C@@H](O)[C@H]2O)c(=O)n1
  2 | 3
- CCN(CC)c1ccc(-c2nn3c(-c4ccc(C(C)(C)C)cc4)nnc3s2)cc1
  -2 | -19
- O=[N+]([O-])c1ccc(COc2ccccc2CO)cc1
  -17 | -6
- Cc1c(NC(=O)C2CCCN(S(=O)(=O)c3cccc4ccccc34)C2)c(=O)n(-c2ccccc2)n1C (stereo not given)
  20 | 8
- COC(=O)[C@]12C[C@H](CC(=O)NCC34CC5CC(CC(C5)C3)C4)C(=O)N(Cc3cccc4ccccc34)C1=C[C@H](C(C)(C)C)O[C@@H]2C
  16 | 5
- N#CCCCc1cn(-c2ccc(-c3noc4c3C(=O)N(CC(=O)N3CCOCC3)CC4)cc2)nn1
  0 | -22
- O=C(NCc1ccccc1)[C@H]1CCCN1C(=O)[C@H]1CCCN1C(=O)c1cccs1
  -3 | -20
- NC(=O)c1ncn([C@@H]2O[C@H](C(=O)N[C@H](Cc3c[nH]c4ccccc34)C(=O)O)[C@@H](O)[C@H]2O)n1
  -1 | -21
- C[C@H]1CCCN1c1cccc2c1S(=O)(=O)N1CC[C@H](C1)O2
  3 | 10
- CCOC(=O)C1=C(C)N(CCCC(=O)O)C(=O)NC1c1ccc(Br)cc1 (stereo not given)
  -5 | 1
- O=C(CCn1nnc(-c2cccs2)n1)N1CCCCC1
  -25 | -14
- O=C(CN1CCc2onc(-c3ccc(-n4cc(-c5ccccc5)nn4)cc3)c2C1=O)N1CCOCC1
  -21 | -40
- COc1ccc(Cn2cc(CN3[C@@H](Cc4ccccc4)COc4cc(Br)ccc4S3(=O)=O)nn2)cc1
  10 | 14
- C[C@H](O)[C@@H]1CN2CCc3ccc(-c4ccc5c(c4)OCO5)cc3[C@@H]2C[C@@H]1N(C)C(=O)c1ccco1
  22 | -2
- COc1ccccc1C(=O)NC1CCCCN(Cc2cccc(F)c2)C1=O (stereo not given)
  -15 | -1
- CC(C)CN1CN2Cc3cc(F)ccc3C2CS1(=O)=O (stereo not given)
  -13 | 7
- O=C(NCCCN1CCN(c2ccc(F)cc2)CC1)Nc1ccc(Cl)cc1
  -27 | 15
- CC(=O)Nc1ccc2c(c1)C(=O)N(C)[C@H]1CC[C@H](CC(=O)NCc3ccc(F)cc3)O[C@@H]1CO2
  1 | 5
- CCn1c2ccccc2c2cc(NC(=O)COC(=O)c3cc(F)ccc3F)ccc21
  -8 | -10
- CC(C)(C)OC(=O)/C=C/[C@@H](CCCCl)Sc1ccc(C(C)(C)C)cc1
  -5 | 6
- CCC(=O)Nc1ccc(-n2nnnc2SCC(=O)NNC(=O)c2ccco2)cc1
  17 | 2
- COC(=O)[C@]12C[C@H](CC(=O)N3CCCC3)C(=O)N(Cc3cccc4ccccc34)C1=C[C@H](COCc1ccccc1)O[C@@H]2C
  7 | 0
- O=C(NCCCN1CCCC1=O)c1ccc2c(=O)n(-c3ccc(F)cc3)c(=S)[nH]c2c1
  17 | -1
- Cc1ccc(N(C)C)cc1
  -5 | 13
- O=C(CNC(=O)c1ccccc1O)N/N=C/c1cc(Br)ccc1OC(=O)/C=C/c1ccco1
  -14 | -37
- COc1ccccc1Cc1c(-c2ccc(C)cc2)nc2c3ccccc3ccn12
  -19 | 17
- COC(=O)C1=C(C)N(C)C(=NCc2cc(OC)c(OC)c(OC)c2)NC1c1cccc(Cl)c1 (stereo not given)
  12 | -29
- CC(NC(=O)c1ccccc1)c1nc2ccccc2n1Cc1ccccc1F (stereo not given)
  14 | -4
- COC(=O)C1CN(Cc2cn(Cc3ccc(C)cc3)nn2)CCS(=O)(=O)N1Cc1ccc(Cl)cc1 (stereo not given)
  10 | 20
- Cc1nn(-c2ccccc2)c(C)c1/C=N\N1CCN(Cc2ccccc2Cl)CC1
  10 | 17
- CC(C)COC(=O)COc1cc(Cl)c(Cl)cc1Cl
  -3 | 6
- Cn1c(=O)c2ccccc2n(C)c1=O
  9 | -1
- C=C(C)Cn1c(SCC(=O)NN=Cc2c(O)ccc3ccccc23)nnc1-c1ccc(Br)cc1
  9 | 31
- C[C@@H]1C[C@@H]2O[C@H]2CCCCC(=O)Cc2cc(O)cc(O)c2C(=O)O1
  63* | 41
- Nc1[nH]c(C(=O)c2ccccc2)c(-c2ccc3ccccc3c2)c1C(=O)NCc1cccc2ccccc12
  -14 | 6
- COC(=O)[C@H]1C[C@@]2(N3CCCCC3)c3ccccc3N[C@H]2N1S(=O)(=O)c1ccc(C)cc1
  -18 | -14
- COc1ccc(CCNC(=O)Cn2nc(-c3ccccc3)ccc2=O)cc1
  -15 | 18
- C=CCN=C1NC(c2ccccc2)C(C(=O)OC)=C(C)N1Cc1cccc(C(F)(F)F)c1 (stereo not given)
  -25 | -40
- C/C(=N/NC(=O)CN1CCN(Cc2ccccc2Cl)CC1)c1cccc(O)c1
  14 | -1
- Cc1cc(C)cc(NC(=O)OC2CC3CC2[C@H]2CCCCN2[C@H]3Cc2ccccc2)c1 (stereo not given in full)
  -20 | 18
- C/C=C/C=C/C(=O)c1cc(C)c(OC(=O)CNC(=O)OC(C)(C)C)c(C)c1O
  14 | -6
- CCOC(=O)c1c(Nc2ccc(OC)cc2)n[nH]c1C
  -41 | -37
- O=C(Nc1cccc(C(F)(F)F)c1)OCCCN1CCC2(CCC(c3ccccc3)CC2)C1=O (stereo not given)
  7 | 14
- CCOC(=O)[C@]12CCCC3=C1N(CCC3)C(=O)[C@@H](CC(=O)NCCc1ccccc1OC)C2
  13 | -4
- Oc1cc(O)cc(C=Cc2ccc(O)c(O)c2)c1
  -55 | -45
- Cc1cccc(NC(=O)Nc2ccccc2C(=O)N2CCCC2)c1
  -14 | -3
- COc1cc(-c2c(C(=O)c3ccccc3)[nH]c(N)c2C(=O)NCCc2c[nH]c3ccccc23)ccc1F
  3 | 3
- Cc1nn(-c2ccccc2)c(C)c1C=NNC(=O)CSc1nc2ccccc2n1C
  -14 | 21
- COC(=O)C1CN(Cc2ccc(F)cc2)CCS(=O)(=O)N1Cc1ccc(F)cc1 (stereo not given)
  3 | 6
- O=C(NC1CCCCN(Cc2cccc(C(F)(F)F)c2)C1=O)c1cccc(F)c1 (stereo not given)
  8 | 9
- C[C@H]1Cn2nncc2Cn2c3ccccc3c(=O)n21
  20 | -10
- COCCNC(=S)N(C)[C@H]1C[C@H]2c3[nH]c4c(-c5ccc6c(c5)OCO6)cccc4c3CCN2C(=O)[C@H]1[C@H](C)O
  6 | 20
- COC(=O)c1cc(-c2cnc(OC)nc2OC)c(=O)n2c1CCC2
  -4 | 5
- O=c1c2ccccc2n(Cc2ccno2)n1[C@@H](Cc1ccccc1)Cn1cc(-c2ccc(-c3ccccc3)cc2)nn1
  18 | 19
- Cc1ccccc1-c1ccc2c(c1)[C@@H]1C[C@H](N(C)C(=O)c3ccco3)[C@H]([C@H](C)O)CN1CC2
  -1 | -46
- COCC(=O)N(C)[C@H]1C[C@H]2c3[nH]c4cccc(-c5cccc(F)c5)c4c3CCN2C(=O)[C@H]1[C@H](C)O
  -13 | 0
- Nc1[nH]c(/C=C2/CCCCC2n2[nH]c(=O)n(-c3ccccc3)c2=O)c(Cc2ccccc2)[n+]1Cc1ccccc1 (stereo not given)
  11 | 13

# More compounds follow:
# Order of results – NR2F2 inh | SRC2 inh
- CN1Cc2nnn(Cc3ccccc3)c2-c2cc(N3CCCCC3)ccc2S1(=O)=O
  8 | 7
- CCCN(C(=O)C1CCCN(c2ncnc3c2nc2n3CCCCC2)C1)c1ccccc1C (stereo not given)
  26 | 19
- O=[N+]([O-])c1ccc2c(c1)CO[C@]21O[C@H](CCO)C[C@H](O)[C@H]1O
  -3 | -32
- CCOc1ccc(N(CC(=O)Nc2c(C)n(C)n(-c3ccccc3)c2=O)S(=O)(=O)c2ccc(Cl)s2)cc1
  -10 | 13
- Cc1ccc(S(=O)(=O)N(C)[C@H]2C[C@H]3c4[nH]c5c(-c6ccccc6)cccc5c4CCN3C(=O)[C@H]2[C@H](C)O)cc1
  -2 | 7
- CCCCCn1nnnc1C1(C)CCSCC(=O)N1Cc1ccco1 (stereo not given)
  -5 | 11
- COc1ccc(-c2nnn3c2Cn2c4ccccc4c(=O)n2[C@@H](C(C)C)C3)cc1
  -11 | 17
- CCC(C(=O)Nc1ccccc1N1CCCC1)c1ccccc1F (stereo not given)
  17 | 10
- O=C(NCCc1c[nH]c2ccccc12)OCc1cn(Cc2cc(F)cc(F)c2)nn1
  -5 | -3
- CCCn1c(SCC(=O)N2CCc3ccccc32)nnc1-c1ccncc1
  -7 | -11
- CC(C)(C)N1Cc2nnn(Cc3ccccc3)c2-c2cc(N3CCCCC3)ccc2S1(=O)=O
  5 | -9
- CC(COc1ccc(C#N)cc1)CN1CCC(C(O)(c2ccccc2)c2ccccc2)CC1 (stereo not given)
  1 | 27
- CC(COc1cccc(C(F)(F)F)c1)CN1CCC(C(O)(c2ccccc2)c2ccccc2)CC1 (stereo not given)
  0 | 1
- CCC(C)CNC(=O)CN1C(=O)C2CCCCN2C(=O)c2ccccc21 (stereo not given)
  3 | 4
- CCCNC(=O)N1[C@@H](CO)[C@H](c2ccc(C3=CCCC3)cc2)[C@@H]1CN(CC)S(=O)(=O)c1ccccc1[N+](=O)[O-]
  -19 | -11

# Sorted by SMILES length (ascending): part of the list above.
# Order of results – NR2F2 inh | SRC2 inh
- CCC(C(=O)Nc1ccccc1N1CCCC1)c1ccccc1F (stereo not given)
  17 | 10
- COC(=O)C1CN(Cc2ccc(F)cc2)CCS(=O)(=O)N1Cc1ccc(F)cc1 (stereo not given)
  3 | 6
- CC(=O)Nc1ccc2c(c1)C(=O)N(C)[C@H]1CC[C@H](CC(=O)NCc3ccc(F)cc3)O[C@@H]1CO2
  1 | 5
- Nc1ccn([C@@H]2O[C@H](C(=O)N[C@H](Cc3ccccc3)C(=O)N3CCSC3)[C@@H](O)[C@H]2O)c(=O)n1
  2 | 3

# Next section:
# Order of results – NR2F2 inh | SRC2 inh
- COc1ccc(-c2nnc(SCC(=O)NN=Cc3c(O)ccc4ccccc34)n2-c2ccc(OC)cc2)cc1
  -7 | 13
- Cc1ccc(C(=O)C2CCN(CC(=O)NCCC(C)C)CC2)cc1
  7 | -1
- C[C@@H]1CN([C@@H](C)CO)C(=O)CCCn2cc(nn2)CO[C@H]1CN(C)C(=O)Nc1ccc(F)cc1
  -5 | -26
- Cc1cc(C)n(-c2nc(-n3nc(C)cc3C)c3c4c(sc3n2)COC(C)(C)C4)n1
  4 | 2
- COc1ccccc1C(=O)NC1CCCCN(C(C)C)C1=O (stereo not given)
  2 | 9
- O=C(Nc1cccc(F)c1)OCCCN1CCC2(CCC(c3ccccc3)CC2)C1 (stereo not given)
  14 | 10
- COC(=O)[C@]12C[C@H](CC(=O)NCC3CCCCC3)C(=O)N(CCc3ccc(OC)c(OC)c3)C1=C[C@H](COCc1ccccc1)O[C@@H]2C
  -2 | 11
- COc1cccc(C2NC(=S)N(Cc3ccc(F)cc3)C(C)=C2C(C)=O)c1 (stereo not given)
  12 | -3
- CCCOc1ccc(C(=O)N2CCC(Oc3cccnc3)CC2)cc1
  9 | 20
- O=C1c2ccccc2S(=O)(=O)c2cc(N3CCC(C(=O)N4CCCCC4)CC3)ccc21
  -2 | -29
- N#CCC[C@@H]1CC[C@]2(CCCN(C(=O)C3CCCCC3)C2)O1
  -15 | -3
- O=C(NCC1CCN(C(=O)C(=O)c2cccs2)CC1)c1ccncc1
  4 | 9
- O=C(OCc1cn(Cc2ccc(C(F)(F)F)cc2)nn1)N1CCCC1
  1 | 3
- CN1C(=O)C2CC(O)C(SC3CC4C(=O)N(C)C(=O)C4CC3O)CC2C1=O (stereo not given)
  5 | -23
- C[C@@H]1CCN(C2CC2)S(=O)(=O)c2c(cccc2N2CC[C@H](O)C2)O1
  -10 | -7
- C#CCN1CC(N(C)CCOC(=O)c2ccc(OC)c(OC)c2)CS1(=O)=O (stereo not given)
  -4 | -32
- CC(C)CNC(=O)OCc1cn(Cc2ccc(F)cc2F)nn1
  -1 | -14
- CCOC(=O)[C@@]12CCC3=C1N(CCC3)C(=O)[C@H](CC(=O)NCCCCc1ccccc1)C2
  14 | 14
- CCc1cc2c(nc1CC)CCCN2C
  -2 | -9
- COC(=O)[C@]12C[C@H](CC(=O)NCc3cccs3)C(=O)N(Cc3ccccc3)C1=C[C@H](C1CCCC1)O[C@@H]2C
  -1 | -16
- COCCNC(=S)N(C)[C@H]1C[C@H]2c3[nH]c4c(-c5ccccc5)cccc4c3CCN2C[C@H]1[C@H](C)O
  11 | -12
- COC(=O)CN1CCN(C(=O)c2csc(-c3ccccc3)n2)CC1
  -11 | -29
- O=C(CC(NCCc1ccccc1)C(=O)O)Nc1ccc(O)cc1 (stereo not given)
  5 | 12
- CC(=O)Nc1ccc(OC[C@@H](O)CN2CCC(C(O)(c3ccccc3)c3ccccc3)CC2)cc1
  -21 | -6
- C[C@H](CO)N1C[C@H](C)[C@@H](CN(C)C(=O)Nc2cccc(C(F)(F)F)c2)OCc2cn(nn2)CCCC1=O
  -6 | 1
- COC(=O)[C@]12C[C@H](CC(=O)N3CCCC3)C(=O)N(Cc3ccc4c(c3)OCO4)C1=C[C@H](C(C)C)O[C@@H]2C1CC1
  -4 | 15
- CCCCNC(=O)C[C@H]1C[C@@]2(C(=O)OC)C(=C[C@H](C3CCCC3)O[C@@H]2C)N(Cc2cccc3ccccc23)C1=O
  4 | -1
- CCOc1ccccc1C(=O)N1CCC(Oc2cccnc2)CC1
  8 | 6
- COc1ccc(-n2c(SCC(=O)Nc3ccc(Oc4ccccc4)cc3)nnc2-c2ccccc2)cc1
  15 | 5
